# Source: PubChem
# HGIII-sPLA2 inh = Inhibits HGIII-sPLA2 liposome hydrolysis, primary screen. Q9NZ20. QFRET BODIPY PC-A2 liposome hydrolysis, fluorescence. inhibition, % at 12.2 µM. hit rate 0.56% among 370,000. AID 743126;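 active = inhibition above mean plus 3 SD of compounds lying within the high and low control bounds, cut at about 19% in these data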;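 note: 0% = median of test compound wells and 100% = no enzyme DMSO wells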
# GC-B act = GC-B (human) receptor activation; P20594; HEK293-GC-B cells, CNP EC30, cGMP TR-FRET; 0% at EC30 CNP, 100% saturating CNP; activation, % at 10 µM; hit rate 0.11% among 370,000; AID 1920062;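 active = activation at 10 µM reaching about 35% in either raw or pattern-adjusted values, limit read from the data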
# hcDAF12 agonist = activators of H. contortus DAF-12 nuclear receptor; hit rate 1.4% among 370,000; AID 652067; HEK293 hcDAF-12 lit1-tk-luc reporter, luminescence; 0% DMSO, 100% Δ7-dafachronic acid; activation, % at 6.8 µM;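 active = activation above the mean of all tested compounds plus 3 SD, cut at about 5.5% in these data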;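 note: 100% = response to 3 µM Δ7-dafachronic acid high control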
# hgDAF-12 ag = hgDAF-12 agonism, primary luciferase screen | activation, % at 6.8 µM | HEK293 GAL4-hgDAF12 UAS-luciferase reporter, agonist luminescence; normalized to butyrate control | hit rate 1.8% among 370,000;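 active = activation above a cutoff set at the mean of all screened compounds plus 3 SD, cut at about 10% in these data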;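 note: 0% = DMSO wells and 100% = sodium butyrate wells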
# FXN GAA850 act = increases GAA850 frataxin promoter reporter activity; HEK293 lucGAA850 FXN promoter luciferase reporter, 24 h; percent of 10 µM SAHA response; activation, % at 6 µM; hit rate 0.56% among 360,000;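 active = activation above the average of all compounds screened plus 3 SD, cutoff fixed separately per campaign, cut at about 7.5% in these data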;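 note: 0% = DMSO wells and 100% = 10 µM SAHA wells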
# GC-A act = GC-A (human) enzyme activation. activation, % at 10 µM. hit rate 0.14% among 370,000. HEK293 GC-A cells, cGMP TR-FRET, EC30 ANP; 0% at EC30 ANP, 100% saturating ANP. P16066; in the data active = activation above about 40%
# DAX1 inh-1 = inhibits human nuclear receptor DAX1 | P51843 | HEK293 Gal4-DAX1 luciferase reporter, luminescence | inhibition, % at 6.75 µM | hit rate 0.99% among 340,000 | AID 504766;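 active = inhibition above the mean over all tested compounds plus 3 SD, cut at about 4.2% in these data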;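 note: 0% = DAX1-transfected cells with DMSO and 100% = empty-vector control cells with DMSO; inhibition shows as a rise in luminescence from relieved DAX1 repression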
# Target sequence (P51843 207-470 limits assumed): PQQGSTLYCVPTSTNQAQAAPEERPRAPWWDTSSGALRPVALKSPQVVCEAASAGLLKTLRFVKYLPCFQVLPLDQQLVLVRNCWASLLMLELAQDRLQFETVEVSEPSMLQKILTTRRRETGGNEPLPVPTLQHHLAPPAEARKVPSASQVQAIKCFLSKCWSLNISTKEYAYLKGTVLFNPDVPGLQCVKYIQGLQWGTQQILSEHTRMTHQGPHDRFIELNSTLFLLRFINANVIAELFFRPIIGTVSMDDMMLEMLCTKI
# DAX1 inh-2 = DAX1 (NR0B1) inhibition, primary screen | AID 652010 | hit rate 1.1% among 370,000 | HEK293T StAR-luciferase reporter, SF-1/DAX-1 repression relief | inhibition, % at 6.8 µM;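 active = inhibition above the mean over all tested compounds plus 3 SD, cut at about 3.6% in these data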;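 note: 0% = DAX-1 cells with DMSO and 100% = cells lacking DAX-1 with DMSO; higher inhibition means more luminescence from relief of DAX-1 repression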
# ssDAF-12 act = S. stercoralis DAF-12 activation, primary screen; HEK293 ssDAF-12/GRIP1 lit1-tk-luc reporter, luminescence; % of 3 µM dafachronic acid response; activation, % at 6.8 µM; hit rate 1% among 370,000; AID 652126;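 active = activation above the mean over all tested compounds plus 3 SD, cut at about 0.9% in these data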;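 note: 0% = DMSO-only wells and 100% = 3 µM delta7-dafachronic acid wells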
# ADAM10 inh = inhibitors of human ADAM10; O14672; recombinant ADAM10, EDANS/DABCYL FRET peptide cleavage, 3 h; inhibition, % at 7 µM; hit rate 0.62% among 370,000; AID 720582;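 active = inhibition above a per-campaign cutoff equal to the mean of compounds falling between control-based bounds plus 3 SD, cut at about 20% in these data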;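 note: 0% = DMSO wells while the 100% control is not disclosed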
# Target sequence (O14672 214-748 limits assumed): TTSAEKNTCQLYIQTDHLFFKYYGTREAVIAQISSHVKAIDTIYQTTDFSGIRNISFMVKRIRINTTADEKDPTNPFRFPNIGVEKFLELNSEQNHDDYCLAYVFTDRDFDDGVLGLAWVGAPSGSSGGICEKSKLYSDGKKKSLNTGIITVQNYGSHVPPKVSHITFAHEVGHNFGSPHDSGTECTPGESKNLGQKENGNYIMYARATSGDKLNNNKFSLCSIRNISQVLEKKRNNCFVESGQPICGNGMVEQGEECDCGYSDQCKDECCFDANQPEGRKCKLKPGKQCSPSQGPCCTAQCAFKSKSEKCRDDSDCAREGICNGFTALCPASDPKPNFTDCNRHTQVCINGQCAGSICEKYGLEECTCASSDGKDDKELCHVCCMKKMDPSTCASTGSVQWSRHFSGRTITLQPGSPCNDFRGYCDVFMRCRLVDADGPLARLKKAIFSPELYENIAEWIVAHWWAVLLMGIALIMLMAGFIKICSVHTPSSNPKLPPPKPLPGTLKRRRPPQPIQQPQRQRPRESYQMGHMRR
# SMARCA2 activ = SMARCA2 function activation, primary screen; MG213 cells, MMTV-luciferase reporter, dexamethasone, overnight; activation, % at 9.1 µM; hit rate 1% among 370,000; in the data active = activation above about 7.8%;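 note: 0% = vehicle wells and 100% = reference activator wells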
# Starred values were filed as active, the others as inactive; i = inactive; nt = no result given.
SMILES	HGIII-sPLA2 inh	GC-B act	hcDAF12 agonist	hgDAF-12 ag	FXN GAA850 act	GC-A act	DAX1 inh-1	DAX1 inh-2	ssDAF-12 act	ADAM10 inh	SMARCA2 activ
CC(C)(C)NC(=O)NC(=O)COC(=O)CCC1CCCCC1	-13.1	-5.0	-1.4	-0.6	-1.2	-0.8	0.5	0.1	-1.1	2.7	0.6
CCOc1ccccc1NC(=O)N1CCC(c2nc3ccc(C)cc3[nH]2)CC1	-8.6	-3.9	-2.4	-1.4	2.4	-3.6	-1.4	-1.5	-0.7	3.2	-2.4
CCCN1CCN(C(c2cc3cc(OCC)ccc3[nH]c2=O)c2nnnn2C2CCCCC2)CC1 (configuration not stated)	-12.4	5.7	1.6	1.9	10.7*	1.1	0.7	2.6	-0.4	-454.5	-1.4
Cc1ccc(-c2cc(C(=O)NCC(c3ccccc3)N(C)C)c3ccccc3n2)o1 (configuration not stated)	-8.5	2.3	-1.7	4.6	-1.4	-0.8	0.2	-0.7	-0.6	i	5.8
Cc1noc(NS(=O)(=O)c2ccc(NS(=O)(=O)c3ccc(Cl)cc3)cc2)c1C	-9.3	4.4	0.4	-1.0	-0.9	0.8	1.1	-0.5	-1.3	-1.4	5.6
CCc1ccc(NC(=O)CN(c2cccc(C)c2)S(C)(=O)=O)cc1	-10.5	0.9	-1.6	0.6	2.9	-0.9	-1.1	-1.1	-1.6	4.1	3.5
CCN(C(=O)CSc1nc(-c2ccccc2)c(-c2ccccc2)[nH]1)C1CCS(=O)(=O)C1 (configuration not stated)	-11.4	2.0	-2.5	-1.9	2.2	1.7	-0.2	-0.1	-1.4	-48.7	-0.9
Cn1cccc1-c1nc2ccccc2n1C	0.6	0.9	0.8	1.1	2.9	-0.8	1.7	0.0	-0.4	-25.8	3.9
Cc1cccc(C)c1NC(=O)CN(C)CC(=O)Nc1ccc(F)c(Cl)c1	-14.2	-3.7	-1.7	-2.0	2.3	0.7	-0.3	0.1	-1.5	5.7	-4.2
CC(Oc1ccc(-c2ccccc2)cc1)C(=O)N1CCOCC1 (configuration not stated)	-8.3	-3.7	1.0	-2.6	2.1	4.3	0.1	-1.1	-1.3	-3.7	-1.1
Nc1nc(NCC2CCCO2)nc(NCC2CCCO2)c1[N+](=O)[O-] (configuration not stated)	1.8	12.8	-0.6	0.4	0.4	-2.5	2.5	-0.3	-0.8	2.2	4.7
CC1CC2C(C(O)CC3(C)C2CCC3(O)C(=O)CO)C2(C)C=CC(=O)C=C12 (configuration not stated)	9.5	-4.2	-0.7	-0.8	1.1	-0.7	0.6	0.0	-1.2	-12.8	-6.5
N#Cc1c(C(F)(F)F)cc(-c2ccccc2)nc1SCC(=O)N1CCOCC1	-4.7	-2.5	2.5	-1.2	1.7	2.8	-0.6	0.4	0.1	-19.6	-2.3
Brc1ccc(CSc2nnc(-c3cnccn3)n2Cc2ccco2)cc1	-10.4	-19.6	-2.6	-1.6	1.2	-36.5	-0.8	-1.1	-1.8	3.4	-4.7
O=C(Oc1ccc(-c2nnco2)cc1)c1ccco1	7.7	2.1	0.9	1.3	0.8	1.3	0.1	3.4	-1.2	8.9	-2.2
COc1ccc(-n2c(SCC(=O)NNC(=O)c3ccc(C)cc3)nnc2-c2ccncc2)cc1	-9.3	3.4	-1.0	2.4	0.8	-0.1	0.7	0.2	-1.6	3.4	-2.0
O=C(Nc1ccc(N2CCOCC2)nc1)c1ccc(C(F)(F)F)cc1	1.9	3.4	-4.3	-4.2	-1.8	4.7	-2.4	-4.8	-3.0	1.3	-6.6
CCOC(=O)N1CCN(C(=O)CC(C)S(=O)(=O)c2cc3c(cc2C)NC(=O)CO3)CC1 (configuration not stated)	2.2	-0.8	-1.6	-0.5	1.5	5.8	0.1	-0.9	-1.6	-6.4	-4.2
COC(=O)c1ccc(C23CC4(C2)[C@H](CN(C)[C@@H]4c2ccccc2)C3c2ccc(C(F)(F)F)cc2)cc1 (some centres not stated)	-5.2	0.8	-0.1	0.8	-0.2	1.0	0.4	-0.4	-1.6	5.6	0.0
COc1ccc(/C=C/C(=O)NCCc2ccc(S(N)(=O)=O)cc2)cc1	-3.6	-0.4	-1.3	3.8	1.5	-0.6	-0.4	-0.3	-1.1	-14.9	-0.4
COc1cc(OC)cc(-c2nnc(NC(=O)CCS(=O)(=O)c3ccc(C)cc3)o2)c1	-1.1	-1.9	-0.7	1.9	0.0	-3.5	-0.7	-0.6	-1.6	-3.3	-2.0
O=C(C1CC(=O)N(c2ccc(Cl)cc2)C1)N1CCCCCC1 (configuration not stated)	3.1	3.5	-1.4	-0.8	-1.3	2.8	-0.4	0.5	-0.6	-3.4	-1.4
CCCc1c(C(=O)N/N=C(/C)c2ccncc2)nnn1-c1nonc1N	17.6	-1.1	-0.3	-3.0	2.3	0.8	-0.3	-0.6	-0.9	7.5	0.4
CCN(CC)Cc1c(C(=O)N/N=C/c2ccccn2)nnn1-c1nonc1N	-5.7	-2.4	0.9	3.6	-0.2	1.1	2.2	-0.3	-0.8	1.7	2.0
Cc1cc(C)cc(OCCn2ccnc2)c1	-4.2	6.7	-1.1	0.4	-0.9	0.3	1.5	-0.2	-1.5	-1.1	-1.0
Cc1ccc(OCC(=O)Nc2ccc(N(C)C)cc2)cc1	12.2	-1.0	-1.1	1.7	0.1	-2.5	0.5	-0.6	-1.0	-1.4	1.8
COC(=O)c1[nH]c2cccc(C)c2c1NC(=O)CN1CCN(C(=O)c2ccco2)CC1	-1.0	-0.7	-0.5	-0.6	-0.1	0.8	-0.8	-0.4	-1.3	-19.7	2.0
CCOC(=O)C(Cc1c[nH]c2ccccc12)NC(=O)c1ccccc1Br (configuration not stated)	-76.7	-5.8	3.4	13.6*	2.1	-2.7	0.9	0.4	-0.7	13.9	0.7
O=C(CSc1ncc(-c2ccccc2)nn1)NCc1ccco1	-4.0	1.2	-0.2	-0.2	-0.8	2.6	1.8	0.1	-1.4	-3.4	-0.5
Cn1c(=O)c2c(ncn2CC(O)CNc2ccc(F)cc2)n(C)c1=O (configuration not stated)	-0.5	4.9	-1.0	1.2	0.9	-0.2	-0.8	0.0	-1.0	-4.8	-2.7
CCOC(=O)C1CCCN(c2c(NCCc3ccccc3)c(=O)c2=O)C1 (configuration not stated)	6.7	3.2	0.2	1.2	-1.0	-0.1	1.9	-0.1	-1.1	8.1	0.2
Cc1cnc(NC(=O)c2ccc3c(c2)OCCO3)s1	-0.3	0.2	-3.3	-6.6	-9.7	-1.8	-3.9	-6.4	-1.9	-11.8	-3.3
Cc1cccc2sc(NNC(=O)C3COc4ccccc4O3)nc12 (configuration not stated)	12.7	0.6	4.0	3.1	2.2	-0.2	-1.4	-0.5	-0.4	-1.3	-2.5
C/C(=C\c1ccccc1F)C(=O)c1c(C)cc(C)[nH]c1=O	4.5	1.7	-1.0	0.3	1.5	-0.8	1.4	0.1	-1.0	-0.7	-1.5
Cn1c(SCC(=O)Nc2ccccc2C(F)(F)F)nc2c(c1=O)SCC2	1.4	2.8	-1.8	-1.4	0.7	1.6	-0.7	-0.9	-1.2	-3.3	-2.5
CCN(CC)CCNC(=O)c1ccc(NC(=O)Cc2ccc(OC)c(S(=O)(=O)N3CCOCC3)c2)cc1	1.2	-0.5	1.1	0.1	-0.4	0.1	0.0	-1.5	-1.1	-2.7	-4.6
COc1ccc(CNC(=O)C(=O)NCC2OCCN2S(=O)(=O)c2cccs2)cc1 (configuration not stated)	3.8	5.6	-1.7	-1.9	0.0	2.3	1.5	0.1	-1.1	-1.8	2.4
NC(=S)NCc1cccnc1	-2.4	-7.3	0.0	0.9	1.4	0.2	-0.4	0.1	-0.7	0.6	-2.3
Cc1c(Cl)cccc1NC(=O)CNc1cccc(S(=O)(=O)N(C)C)c1	-8.9	-4.5	-2.8	-1.8	0.2	0.5	-1.0	-0.2	-1.4	-10.1	-0.6
CN(Cc1ccccc1)C(=O)COC(=O)c1cc(NS(=O)(=O)c2cccs2)ccc1O	-18.2	1.7	-2.0	-1.4	-1.0	-4.0	-1.1	-0.3	-1.7	-10.7	-4.9
CCCOC(=O)CSC1=C(C#N)C(c2ccccc2OCC)C(C#N)C(=O)N1 (configuration not stated)	-13.3	1.7	-1.7	1.8	-0.8	-1.0	0.2	-0.4	-1.1	-15.4	-4.0
O=C1CCCc2c1cc(C(=O)NCCCN1CCOCC1)c(=O)n2-c1ccc(Cl)cc1	3.2	3.4	-0.1	0.2	3.3	2.7	2.0	0.2	-1.7	-44.6	-1.3
Cc1nc(C)c(C(=O)N(c2ccccc2F)C(C(=O)NCC2CCCO2)c2ccccc2)s1 (configuration not stated)	0.7	3.1	-0.6	-0.5	0.1	-1.2	0.4	0.1	-1.0	-0.1	-0.7
O=S(=O)(c1ccc(NCc2ccc(F)cc2)nc1)N1CCCC1	3.5	2.1	1.1	-3.1	-1.6	0.8	-0.3	-0.7	-2.0	-5.0	-1.2
CCN(CC)CCNC(=O)c1ccc(Cl)c(S(=O)(=O)Nc2ccccc2OC)c1	6.8	0.3	-0.3	2.0	-1.4	3.8	1.1	0.8	-1.0	-2.1	1.6
CC(C)N1CCC(C)(C(=O)Nc2cc(-c3ccccc3)nn2C)C1 (configuration not stated)	-2.8	0.1	0.5	0.9	-0.6	1.5	nt	2.2	-1.6	-11.6	-2.3
CC1(c2ccc3ccccc3c2)NC(=O)N(CC(=O)N2CCN(c3ccccc3O)CC2)C1=O (configuration not stated)	-11.3	7.4	-1.5	-3.5	-3.7	5.5	-0.4	-1.5	-1.1	10.5	-2.8
CCc1cc(=O)oc2cc(OC(C)C(=O)NCC3CCC(C(=O)O)CC3)c(Cl)cc12 (configuration not stated)	13.5	1.6	1.0	2.3	-1.0	2.4	5.9*	1.5	-0.8	-89.7	-2.3
COc1cccc(/C=N/NC(=S)Nc2cccc(C(=O)O)c2)c1O	16.4	-3.3	-0.7	16.8*	1.4	1.5	-4.6	1.5	-0.6	-32.1	1.9
CCOC(=O)c1c(C)[nH]c(C(=O)COC(=O)C(C)Oc2ccc(Cl)cc2Cl)c1C (configuration not stated)	0.7	-4.5	1.6	3.0	0.6	0.3	-0.3	0.2	-1.6	5.1	-1.6

# Additional structures.
SMILES	HGIII-sPLA2 inh	GC-B act	hcDAF12 agonist	hgDAF-12 ag	FXN GAA850 act	GC-A act	DAX1 inh-1	DAX1 inh-2	ssDAF-12 act	ADAM10 inh	SMARCA2 activ
Nc1ccc(/C=C/C(=O)c2ccco2)cc1	0.5	-11.1	0.9	2.9	4.0	0.7	0.6	0.2	-0.8	6.5	-0.2
Cc1ccc(C)c(COc2coc(CN3CCN(C(=O)c4ccco4)CC3)cc2=O)c1	-4.5	0.4	-1.4	1.4	1.3	1.0	1.9	-0.3	-1.2	0.6	-1.8
COc1ccc(S(=O)(=O)N2c3ccccc3OCC2c2ccccc2)cc1 (configuration not stated)	-17.0	-7.1	-2.4	-0.8	-4.8	-8.2	-1.9	-2.3	-1.2	11.5	-4.4
CCOC(=O)Cn1cnc2c(nnn2Cc2ccc(Cl)cc2)c1=O	-3.2	7.3	0.5	-0.2	2.6	10.5	1.2	0.2	-1.3	-0.3	-1.4
Cc1cccc(Cn2cnc3c(nnn3Cc3ccc(F)cc3)c2=O)c1	-7.1	0.2	-1.4	-1.1	-1.6	0.9	-0.2	-0.4	-0.2	3.6	-2.5
